ANO1 activ = activators or potentiators of mouse TMEM16A chloride channel | Q8BHY3 | HEK293 TMEM16A/YFP-H148Q/I152L, iodide quench fluorescence; stronger effect = lower value | B-score at 10 µM | actives 0.3% (n = 340,000);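 active means fluorescence-ratio B-score plate-corrected deviation score at least 3 library SD below zero, with starting fluorescence score within 5 deviations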;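 further: channel opened by trigger with iodide after compound preincubation; score built on the fluorescence ratio of max minus min over baseline; more negative score means more quench and so TMEM16A activation or potentiation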
MrgX1 antagonist = blocks BAM8-22 activation of human MrgX1 receptor; B-score at 10 µM; MRGX1-HEK293 calcium flux, Fluo-4, BAM8-22 antagonism; stronger effect = lower value; actives 1.3% (n = 310,000); AID 588676; Q96LB2;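 active means calcium-response B-score plate-corrected more than 3 library SD below zero, starting fluorescence within 5 deviations, no agonist response on first addition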;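 further: peak minus trough fluorescence over baseline after final BAM8-22 challenge near maximal dose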
Target sequence (Q96LB2 whole entry, looked up): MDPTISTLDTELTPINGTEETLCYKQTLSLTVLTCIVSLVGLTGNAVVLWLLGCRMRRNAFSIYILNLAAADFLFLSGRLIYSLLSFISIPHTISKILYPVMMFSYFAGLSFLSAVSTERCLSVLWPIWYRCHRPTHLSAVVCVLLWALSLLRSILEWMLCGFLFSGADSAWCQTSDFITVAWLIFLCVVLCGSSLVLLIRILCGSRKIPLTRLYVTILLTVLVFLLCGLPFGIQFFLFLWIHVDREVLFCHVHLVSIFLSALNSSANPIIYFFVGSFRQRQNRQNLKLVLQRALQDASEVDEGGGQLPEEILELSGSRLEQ
TRPC4 inh = TRPC4 (mouse) channel inhibition; AID 2247; actives 0.39% (n = 300,000); B-score at 10 µM; HEK293 TRPC4beta/mu-opioid, DAMGO-evoked Fluo4 calcium flux; stronger effect = lower value;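 active means B-score over 3 SD under the library average, no early fluorescence shift, positive overall ratio signal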
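Assay system: TRPC4beta/mu-opioid receptor HEK293 cell line; compound dosing: single concentration per test compound; detection: Fluo4 Ca2+ flux fluorescence; evaluation: per-well B score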
RGS4 block = human RGS4 inhibition | P49798 | HEK293 M3R/RGS4 inducible, Fluo-4 calcium flux; stronger effect = higher value; triggered by carbachol at its EC20 | B-score at 10 µM | actives 0.45% (n = 310,000) | AID 463165;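 active means B-score, a plate-corrected calcium signal, over three deviations above library mean, with baseline fluorescence within five deviations of library mean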;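 further: RGS4 expression induced by doxycycline in cells with stable M3 receptor; B-score is computed from the integrated fluorescence ratio over baseline after carbachol; higher B-score means a larger calcium signal and so more RGS4 inhibition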
Target sequence (P49798 whole entry, looked up): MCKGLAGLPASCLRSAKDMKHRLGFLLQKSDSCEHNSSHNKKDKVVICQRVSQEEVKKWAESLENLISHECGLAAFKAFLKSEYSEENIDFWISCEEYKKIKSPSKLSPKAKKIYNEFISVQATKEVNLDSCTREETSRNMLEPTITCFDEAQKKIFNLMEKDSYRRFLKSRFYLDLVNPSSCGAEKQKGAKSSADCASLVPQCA
MrgX1 allo act = human MrgX1 positive allosteric modulation, primary screen; B-score at 10 µM; AID 588675; MrgX1-HEK293, Fluo-4 calcium flux, FDSS; stronger effect = higher value; actives 0.63% (n = 310,000); Q96LB2;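 active means plate-corrected calcium response at least 3 library SD above typical, normal starting fluorescence, not activating the receptor alone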;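 further: compound read alongside a low EC10 to EC30 dose of BAM8-22 agonist; peak minus trough fluorescence over baseline measured at the second addition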
TMEM16A inh = inhibitors of mouse TMEM16A calcium-activated chloride channel; normalized B-score (activity score, 25-100; higher = stronger inhibition) at 10 µM; HEK293 TMEM16A/YFP iodide influx fluorescence, ionomycin; actives 1.2% (n = 310,000);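 active means ratio plate-corrected score three or more library SD toward inhibition, starting fluorescence score within five deviations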;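 further: score derived from kinetic fluorescence span divided by baseline fluorescence per well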
TRPC6 activator = activates the mouse TRPC6 cation channel | Q61143 | B-score at 10 µM | actives 0.13% (n = 310,000) | HEK293-TRPC6 membrane potential dye fluorescence; stronger effect = higher value;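 active means B-score of the integrated fluorescence ratio above library mean plus 3 SD, and starting fluorescence ratio within library mean plus 5 SD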;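 further: higher score means more depolarization so channel activation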
MrgX1 ag = human MrgX1 receptor agonism, primary screen. Q96LB2. MrgX1-HEK293 cells, Fluo-4 calcium fluorescence, agonist mode; stronger effect = higher value. B-score at 10 µM. actives 0.44% (n = 310,000). AID 588627;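 active means calcium response B-score plate-corrected fluorescence ratio at least 3 library SD, with starting fluorescence B-score inside 5 SD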
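Test system: HEK293 cells stably expressing human MrgX1 receptor; amount: 15,000 cells per well; doses: compound delivered in addition one of three; times: overnight plating before 1 h dye loading; detection: Fluo-4 NW calcium-flux fluorescence, kinetic read; read-out basis: B-scored fluorescence response ratio; controls: positive and negative controls per plate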
TRPC6 inhibitor = blocks the mouse TRPC6 cation channel; Q61143; B-score at 10 µM; actives 1.1% (n = 310,000); HEK293-TRPC6, membrane potential dye, ACh-evoked depolarization; stronger effect = lower value; AID 2553;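 active means B-score under library mean minus 3 SD, initial fluorescence not abnormally high, positive integrated signal ratio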;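 further: B-score derived from integrated fluorescence ratio over the kinetic read; more negative B-score means stronger inhibition of depolarization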
TRPC4 agonist = opens the mouse TRPC4 cation channel; Q9QUQ5; HEK293 TRPC4beta/mu-opioid, Fluo4 calcium fluorescence; stronger effect = higher value; B-score at 10 µM; actives 0.49% (n = 310,000);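 active means B-score above 5 SD of library B-scores, and initial fluorescence ratio not above library mean plus 5 SD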;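 further: positive B-score marks a calcium rise read as TRPC4 activation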
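Assay system: HEK293 stable line with TRPC4beta plus mu-opioid receptor. Times: dye 45 min RT, read 110 s. Measured by: kinetic Fluo4 calcium fluorescence. Measure: B score of integrated ratio. Controls: assay buffer as low control, maximal DAMGO as high control.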
TRPC4 potent = TRPC4 (mouse) allosteric potentiation. HEK293 TRPC4beta/mu-opioid, DAMGO EC20, Fluo-4 Ca2+ flux; stronger effect = higher value. B-score at 10 µM. AID 2227. actives 0.42% (n = 310,000);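 active means B-score of calcium response area above 5 SD of library B-scores, with initial fluorescence ratio within 5 SD of library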;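 further: B-score of integrated fluorescence ratio over time as area under calcium response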
Active calls of the source: *; i = inactive; / = no result given. Random draw from the library, and some 5.8% of all compounds hit somewhere here.

SMILES	ANO1 activ	MrgX1 antagonist	TRPC4 inh	RGS4 block	MrgX1 allo act	TMEM16A inh	TRPC6 activator	MrgX1 ag	TRPC6 inhibitor	TRPC4 agonist	TRPC4 potent
CCN1CCN(C(=O)C(C)N(c2ccc(C)cc2)S(C)(=O)=O)CC1 (configuration not stated)	i	i	i	i	i	i	i	i	i	i	i
Cc1ccc(NS(=O)(=O)c2c(C)[nH]c(=O)[nH]c2=O)cc1F	i	i	i	i	i	i	i	i	i	i	i
COc1cc(/C=N/NC(=O)CCC(=O)NCc2ccccc2)cc(OC)c1OC	i	i	i	i	i	i	i	i	i	i	i
O=C(NCCCN1CCCC1)Nc1ccc(F)cc1	i	i	i	i	i	i	i	i	i	i	i
Cn1cccc1CNC(=S)Nc1ccccc1F	i	i	i	i	i	i	i	i	i	i	i
COc1ccccc1CNC(=O)N1CCN(S(=O)(=O)c2ccc(Cl)cc2)CC1	i	i	i	i	i	i	i	i	i	i	i
Cc1ccccc1C(=O)NC1CCN(C(=O)Nc2ccccc2Cl)CC1	i	i	i	i	i	i	i	i	i	i	i
COc1cc(C(=O)NCCCC2CCCC2)ccc1OC1CCN(C(C)=O)CC1	i	/	i	i	/	/	i	/	i	i	i
COc1cc(/C=N/NC(=O)c2c(-c3c(Cl)cccc3Cl)noc2C)ccc1OCC(N)=O	i	/	i	i	/	/	i	/	i	i	i
CCOc1ccc(-n2cnc3scc(-c4ccc(OC)c(OC)c4)c3c2=O)cc1	i	i	i	i	i	i	i	i	i	i	i
COc1cc(NC(=S)NCCSc2ccc(C)cc2)cc(OC)c1	i	i	i	i	i	i	i	i	i	i	i
CC1=NN(C(=O)c2ccc(Br)cc2)C(O)(C(F)(F)OC(F)(F)F)C1 (configuration not stated)	i	i	i	i	i	100*	i	i	i	i	i
O=C(c1ccc(COc2ccccc2Cl)o1)N1CCN(Cc2ccc3c(c2)OCO3)CC1	i	i	i	i	i	i	i	i	i	i	i
N#Cc1ccccc1COC(=O)c1ccc(Br)o1	i	i	i	i	i	i	i	i	i	i	i
COc1ccccc1C(=O)N/C(=C\c1cn(C)c2ccccc12)C(=O)NCCCN1CCOCC1	i	i	i	i	i	i	i	i	i	i	i
CCc1ccccc1NC(=O)Cn1nnc(C(=O)NCc2cccs2)c1N	i	i	i	i	i	i	i	i	i	i	i
Cc1ccc(C)c(S(=O)(=O)N2CCCC2CNC(=O)C(=O)NC2CCCCCC2)c1 (configuration not stated)	i	i	i	i	i	i	i	i	i	i	i
CCOC(=O)CNC(=O)Cn1cnc2c(nnn2-c2ccc(C)cc2)c1=O	i	i	i	i	i	i	i	i	i	i	i
CCc1ccc(NC(=O)Cn2nc(C)n3cccc3c2=O)cc1	i	i	i	i	i	i	i	i	i	i	i
Cc1ccc(S(=O)(=O)N2CCC(C(=O)OCc3ccccc3)CC2)cc1C	i	i	i	i	i	25*	i	i	i	i	i
Cc1cccn2c(CNCCSc3nccn3C)c(C(=O)N3CCCCC3)nc12	i	i	i	i	i	i	i	i	i	i	i
COC(=O)c1ccc(CSc2nnc(Nc3ccc(OC)cc3)s2)o1	i	i	i	i	i	i	i	i	i	i	i
Cn1cccc1Cc1nnc(SCC(=O)NCc2ccc3c(c2)OCO3)n1CCc1ccccc1	i	i	i	i	i	i	i	i	i	i	i
Cc1cnc(NC(=O)CSc2nnc(Cc3ccccc3)n2C)s1	i	i	i	i	i	i	i	i	i	i	i
O=C(CSc1ccc(-c2cccnc2)nn1)N1CCCc2ccccc21	/	i	i	i	i	i	i	i	i	i	i

New compounds follow:
SMILES	ANO1 activ	MrgX1 antagonist	TRPC4 inh	RGS4 block	MrgX1 allo act	TMEM16A inh	TRPC6 activator	MrgX1 ag	TRPC6 inhibitor	TRPC4 agonist	TRPC4 potent
CC(/C=N/n1c(C2CCCCC2)n[nH]c1=S)=C\c1ccccc1	i	i	i	i	i	i	i	i	i	i	i
CCC(=O)N1CCN(c2ccc(Cl)cc2NC(=O)c2ccc([N+](=O)[O-])o2)CC1	i	i	i	i	i	i	i	i	i	i	i
CCOC(=O)Cc1ccc(NC(=O)c2ccccc2Br)cc1	i	i	i	i	i	i	i	i	i	i	i
Cc1ccc(S(=O)(=O)N2CCCCC2)cc1NC(=O)Cn1cnnn1	i	i	i	i	i	i	i	i	i	i	i
CCOCC(O)CSCc1ccc(Cl)cc1 (configuration not stated)	i	i	i	i	i	i	i	i	i	i	i
Cc1ccc(NS(=O)(=O)c2ccc(-c3cnc(C4CC4)o3)cc2)c(C)c1	i	i	i	i	i	i	i	i	i	i	i
Cc1c(NC(=O)c2cc(-c3ccc(Cl)c(Cl)c3)on2)c(=O)n(-c2ccccc2)n1C	i	i	i	i	i	i	i	i	i	i	i
COCCCNCCCOc1ccc(C)cc1Br	i	i	i	i	i	i	i	i	i	i	i
Cc1ccc(NCc2nnc(SCC(=O)N3CCc4ccccc43)n2C)cc1	i	i	i	i	i	i	i	i	i	i	i
Cc1[nH]c(=O)[nH]c(=O)c1S(=O)(=O)Nc1ccc(S(N)(=O)=O)cc1	i	i	i	i	i	i	i	i	i	i	i
Cc1noc(C)c1COC(=O)c1cc2ccccc2cc1O	i	i	i	i	i	25*	i	i	i	i	i
COc1ccc(/C(N)=N/OC(=O)c2cccc([N+](=O)[O-])c2C)cc1	i	i	i	i	i	i	i	i	i	i	i
CCOC(=O)CCCNC(=O)CCNC(=O)c1ccc(OC(C)C)cc1	i	i	i	i	i	i	i	i	i	i	i
Cc1ccc(NS(=O)(=O)c2cc(OCC(N)=O)c(C)cc2Cl)cc1C	i	i	i	i	i	i	i	i	i	i	i
Cc1cc(S(=O)(=O)NCCC2=CCCCC2)ccc1Br	i	i	i	i	i	i	i	i	i	i	i
O=C(O)c1ccccc1SC1CC(=O)N(C2CCCCC2)C1=O (configuration not stated)	i	i	i	i	i	i	i	i	i	i	i
CC(Oc1ccccc1)C(=O)Nc1ccccc1O (configuration not stated)	i	i	i	i	i	i	i	i	i	i	i
CN1CCCN(S(=O)(=O)c2ccc3ccccc3c2)CC1	i	i	i	i	i	i	i	i	i	i	i
Cc1ccccc1-n1c(=O)cc(N2CCC3(CC2)OCCO3)[nH]c1=O	i	i	i	i	i	i	i	i	i	i	i
CC(=O)c1ccc(N(CC(=O)NC2CCCC2)C(=O)c2ccc(C)s2)cc1	i	i	i	i	i	i	i	i	i	i	i
O=C(/C=C/c1c(F)cccc1Cl)N1CCc2ccccc2C1	i	i	i	i	i	i	i	i	i	i	i
COc1ccc(NC(=O)COc2cccnc2[N+](=O)[O-])cc1OC	i	i	i	i	i	i	i	i	i	i	i
CCc1ccc(CN2CCC(n3nccc3NC(=O)c3cccc(F)c3)CC2)cc1	i	i	i	i	i	i	i	i	i	i	i
CCC(C(=O)NC(C)(C)C)N(Cc1ccco1)C(=O)Cn1nnc(-c2ccc(F)cc2)n1 (configuration not stated)	i	i	i	i	i	i	i	i	i	i	i
CCN(c1ccccc1)S(=O)(=O)c1ccc(C(=O)Nc2ncccc2C)cc1	i	i	i	i	i	i	i	i	i	i	i

Laid out differently: entries from further up
molecule | ANO1 activ | MrgX1 antagonist | TRPC4 inh | RGS4 block | MrgX1 allo act | TMEM16A inh | TRPC6 activator | MrgX1 ag | TRPC6 inhibitor | TRPC4 agonist | TRPC4 potent
CC(Oc1ccccc1)C(=O)Nc1ccccc1O (configuration not stated) | i | i | i | i | i | i | i | i | i | i | i
CN1CCCN(S(=O)(=O)c2ccc3ccccc3c2)CC1 | i | i | i | i | i | i | i | i | i | i | i
Cc1ccccc1-n1c(=O)cc(N2CCC3(CC2)OCCO3)[nH]c1=O | i | i | i | i | i | i | i | i | i | i | i
CC(=O)c1ccc(N(CC(=O)NC2CCCC2)C(=O)c2ccc(C)s2)cc1 | i | i | i | i | i | i | i | i | i | i | i
O=C(/C=C/c1c(F)cccc1Cl)N1CCc2ccccc2C1 | i | i | i | i | i | i | i | i | i | i | i
COc1ccc(NC(=O)COc2cccnc2[N+](=O)[O-])cc1OC | i | i | i | i | i | i | i | i | i | i | i
CCc1ccc(CN2CCC(n3nccc3NC(=O)c3cccc(F)c3)CC2)cc1 | i | i | i | i | i | i | i | i | i | i | i
CCC(C(=O)NC(C)(C)C)N(Cc1ccco1)C(=O)Cn1nnc(-c2ccc(F)cc2)n1 (configuration not stated) | i | i | i | i | i | i | i | i | i | i | i
CCN(c1ccccc1)S(=O)(=O)c1ccc(C(=O)Nc2ncccc2C)cc1 | i | i | i | i | i | i | i | i | i | i | i

More results:
SMILES	ANO1 activ	MrgX1 antagonist	TRPC4 inh	RGS4 block	MrgX1 allo act	TMEM16A inh	TRPC6 activator	MrgX1 ag	TRPC6 inhibitor	TRPC4 agonist	TRPC4 potent
Cc1ccc(S(=O)(=O)N2CCN(S(=O)(=O)N3CCCCC3)CC2)c(C)c1	i	i	i	i	i	i	i	i	i	i	i
NC(=O)C1CCN(CCC(=O)Nc2ccc(Br)cc2)CC1	i	i	i	i	i	i	i	i	i	i	i
O=C(Nc1cccc(S(=O)(=O)N2CCCCCC2)c1)C1CCN(C(=O)c2ccc(F)cc2)CC1	i	i	i	i	i	i	i	i	i	i	i
CC(C)(CO)NCc1cc(Br)ccc1OCc1ccccc1	i	i	i	i	i	i	i	i	i	i	i
Cn1c(CNc2ccccn2)c(C#N)c2ccccc21	i	i	i	i	i	i	i	i	i	i	i
Cc1cc(NC(=O)COn2nnc3ccc(Cl)cc32)no1	i	i	i	i	i	i	i	i	i	i	i
CN1CCN(C(=O)c2ccc(CNS(=O)(=O)c3ccc(F)c(Cl)c3)cc2)CC1	i	i	i	i	i	i	i	i	i	i	i
COc1ccc(CSCCc2n[nH]c(=S)n2-c2ccccc2)cc1	i	i	i	i	i	i	i	i	i	i	i
COc1ccc(NC(=O)Cn2nnc(C(=O)NCc3ccco3)c2N)cc1	i	i	i	i	i	i	i	i	i	i	i
CC(C)n1nc(C(=O)NCCc2ccc(S(N)(=O)=O)cc2)c2ccccc2c1=O	i	i	i	i	i	i	i	i	i	i	i
